# GLA spleen mod: inhibits or activates alpha-galactosidase in human spleen homogenate; P06280; human spleen homogenate, 4MU-alpha-Gal fluorescence, 40 min; Potency, µM (titrated, usually from 80 µM), inactives show at the highest dose activity change, negative = inhibition, most hits filed as inhibitors; hit rate 0.008% among 240,000;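 note: 0% = enzyme with vehicle and -100% = no enzyme basal signal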
# Target sequence (P06280 32-429 limits assumed): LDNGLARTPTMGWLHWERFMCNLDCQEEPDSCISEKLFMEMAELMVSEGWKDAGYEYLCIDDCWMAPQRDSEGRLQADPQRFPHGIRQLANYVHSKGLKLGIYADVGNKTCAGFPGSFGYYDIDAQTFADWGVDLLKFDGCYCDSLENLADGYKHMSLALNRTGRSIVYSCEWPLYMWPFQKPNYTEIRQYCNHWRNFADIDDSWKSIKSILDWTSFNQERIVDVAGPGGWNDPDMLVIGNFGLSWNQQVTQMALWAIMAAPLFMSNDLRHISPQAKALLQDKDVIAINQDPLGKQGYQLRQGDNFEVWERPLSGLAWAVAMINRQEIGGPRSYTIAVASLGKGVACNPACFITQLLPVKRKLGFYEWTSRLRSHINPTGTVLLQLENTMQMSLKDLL
#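 Spleen homogenate 1 ug + cpd (titration) + 4-MU-alpha-D-galactopyranoside 1 mM; 37C 40 min; 50 mM citrate/phosphate pH 5.0, 0.01% Tween-20; stop pH 10; fluorescence 365/440; AC50 via Hill.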
# GAA inhib: alpha-glucosidase (human) inhibition; P10253; purified human GAA, 4-MU-alpha-glucoside fluorescence; Potency, µM (highest dose often 76.9 µM), without a hit: top-dose activity change, negative = inhibition, actives largely listed as inhibitors; hit rate 0.005% among 200,000; AID 1466;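 note: plate controls were uninhibited enzyme wells for no effect and no-enzyme background for full effect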
#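 Fluorescence at Ex 365/Em 440 nm from 4-methylumbelliferone reported enzyme activity after 20 min at room temperature. Reactions used 4 nM enzyme and 400 uM substrate at pH 5.0; curves fitted with the Hill equation.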
# ALDH1A1 block: blocks purified human ALDH1A1 activity. hit rate 7.3% among 220,000. Purified ALDH1A1, NADH fluorescence, propionaldehyde substrate. Potency, µM (series often up to 75.3 µM), for inactives: top-dose activity, negative = inhibition, actives largely listed as inhibitors. AID 1030; active = well fitted inhibition curve with a large enough effect, not every such curve was filed as active; inconclusive = small, poorly fitted or top-dose-only effect, or another doubt; inactive = no such curve, though single readings can be large or run the other way;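 note: plate controls were no enzyme wells and a reference inhibitor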
# GAA spleen mod: lysosomal alpha-glucosidase (human) modulation. Potency, µM (titrated, usually from 79.9 µM), for the others: top-dose activity change, negative = inhibition, most hits filed as inhibitors. hit rate 0.006% among 240,000. human spleen homogenate, 4-MU-alpha-glucoside fluorescence. P10253. AID 2112;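 note: 0% = enzyme with vehicle and -100% = no enzyme basal signal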
#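 Human spleen homogenate (1 ug) incubated with compounds and 1 mM 4-methylumbelliferyl-alpha-D-glucopyranoside in pH 5.0 citrate/phosphate buffer, 37 C, 40 min. Stopped at pH 10; 4-MU fluorescence (Ex 365/Em 440 nm); AC50 by Hill fit.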
# JMJD2E inh: blocks human JMJD2E demethylase activity; B2RXH2; JMJD2E catalytic domain, FDH-coupled NADH fluorescence (FDH is formaldehyde dehydrogenase); Potency, µM (series often up to 57.1 µM), inactives show at the top dose activity change, negative = inhibition, usual class: inhibitors; hit rate 1.6% among 230,000; active = well fitted inhibition curve with a large enough effect, not every such curve was filed as active; inconclusive = small, poorly fitted or top-dose-only effect, or another doubt; inactive = no such curve, though single readings can be large or run the other way;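 note: 0% = wells with enzyme and -100% = buffer wells without enzyme; nearly all actives have a fitted effect of over 50% in size; many of its hits are not listed in these tables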
# Target sequence (B2RXH2 1-337 limits assumed): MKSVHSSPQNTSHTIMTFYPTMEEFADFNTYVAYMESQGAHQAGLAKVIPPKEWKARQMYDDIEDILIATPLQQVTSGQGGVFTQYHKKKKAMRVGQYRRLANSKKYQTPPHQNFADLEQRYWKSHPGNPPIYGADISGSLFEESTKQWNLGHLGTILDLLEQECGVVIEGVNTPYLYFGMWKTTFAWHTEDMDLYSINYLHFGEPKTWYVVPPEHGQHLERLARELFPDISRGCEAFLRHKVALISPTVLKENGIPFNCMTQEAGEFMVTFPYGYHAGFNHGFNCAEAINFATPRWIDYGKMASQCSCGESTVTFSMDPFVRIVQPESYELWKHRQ
# GAA glycogen: GAA glycogen-cleavage inhibition or activation; Potency, µM (top dose mostly 76.4 µM), for inactives: top-dose activity change, negative = inhibition, actives largely listed as inhibitors; recombinant GAA, glycogen substrate, Amplex Red glucose oxidase fluorescence; hit rate 0.38% among 300,000; P10253; AID 2100;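 note: 0% = full enzyme reaction and -100% = no-enzyme basal signal; the screen sought inhibitors and activators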
#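 Recombinant enzyme (4 nM final) with compounds titrated up to 77 uM and bovine liver glycogen (30 ug) in citrate pH 5.0, 0.01% Tween-20, 37 C 40 min. Released glucose detected by Amplex Red/glucose oxidase (Ex 573/Em 610); AC50 from Hill fits.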
# RGS12 GoLoco inh: inhibitors of human Gai1-RGS12 GoLoco interaction (red fluorophore). P63096. Gai1:RGS12 GoLoco peptide FP, rhodamine, 10 min. Potency, µM (top dose mostly 61.6 µM), without a hit: top-dose activity, negative = inhibition, hits mostly inhibitors. hit rate 0.44% among 230,000; active = well fitted inhibition curve with a large enough effect, not every such curve was filed as active; inactive = no such curve, though single readings can be large or run the other way; note: % is set by controls: 0 for no effect and ±100 for the full control effect; nearly all actives have a fitted effect of over 30% in size; many of its hits are not listed in these tables
# Target sequence (P63096 whole entry, looked up): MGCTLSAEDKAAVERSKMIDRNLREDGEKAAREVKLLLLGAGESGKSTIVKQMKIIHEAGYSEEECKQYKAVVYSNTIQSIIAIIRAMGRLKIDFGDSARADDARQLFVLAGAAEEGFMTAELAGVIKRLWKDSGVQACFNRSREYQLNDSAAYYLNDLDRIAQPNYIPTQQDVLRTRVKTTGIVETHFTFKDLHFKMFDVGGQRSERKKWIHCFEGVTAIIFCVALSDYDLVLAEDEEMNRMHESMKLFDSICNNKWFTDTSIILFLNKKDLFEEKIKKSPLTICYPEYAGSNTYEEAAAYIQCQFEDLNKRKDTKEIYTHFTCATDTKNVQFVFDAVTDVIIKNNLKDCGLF
# SMN2 splice enh: increases expression of the SMN2 splice variant; AID 1458; HEK293 SMN2-luciferase splicing reporter, luminescence, 30-36 h; hit rate 2.8% among 210,000; Potency, µM (highest dose often 46.1 µM), inactives show at the top dose activity change, positive = activation, usual class: activators; note: % of control where 0% means no effect; nearly all actives have a fitted effect of over 55% in size
#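 qHTS luciferase splicing reporter: luminescence rises when SMN2 exon 7 is included in transfected HEK293 cells. Compound exposure lasted 30-36 h at 37C, with 4.5 mM final sodium butyrate as control, followed by a ONE-Glo read.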
# Starred values were filed as active, the others as inactive; ? = inconclusive; . = not tested or not shown; [ ] = another dose, or the depositor's remark. Unless noted, calls come from the whole dose curve; as a rule, active = well fitted curve in the direction sought with a large enough effect; inconclusive = small, poorly fitted or top-dose-only effect, or another doubt; inactive = no such curve, though single readings can be large; an effect the other way counts as inactive or inconclusive. Potency is the fitted concentration of half-maximal effect. A portion of the library; rates above refer to the full screens.
[1] CCc1cc(C(=O)OC)c(N2C(=O)C3C4C=CC(C4)C3C2=O)s1 (configuration not stated)
[2] COc1ccc(C(=O)OCC(=O)Nc2ccc(F)c(F)c2F)cc1OC
[3] CC(C)CC(NC(=O)OC(C)(C)C)c1cn([C@@H](CCCCNC(=O)OC(C)(C)C)C(=O)N2CCN(C(=O)OC(C)(C)C)CC2)nn1 (some centres not stated)
[4] O=C1NCCN/C1=C\C(=O)c1ccc(Br)cc1
[5] O=c1c2ccccc2cnn1Cc1n[nH]c(=S)n1C1CC2CCC1C2 (configuration not stated)
[6] CC1CCC2C(=O)N(c3ccc(NC4CCN(Cc5ccccc5)CC4)c([N+](=O)[O-])c3)C(=O)C2C1 (configuration not stated)
Compound,1,2,3,4,5,6
GLA spleen mod,-1%,6%,-15%,-5%,-13%,0%
GAA inhib,-1%,4%,.,.,.,-8%
ALDH1A1 block,-4%,8%,2%,.,.,?
GAA spleen mod,-2%,-5%,1%,-9%,9%,-1%
JMJD2E inh,1%,8%,2%,12%,-1%,6%
GAA glycogen,1%,-3%,-22%,-3%,-13%,7%
RGS12 GoLoco inh,-1%,3%,4%,2%,11%,-2%
SMN2 splice enh,-12%,4%,.,.,.,-29%

[7] CCc1cc2c(=O)c(-c3ccc(F)cc3)c(C(F)(F)F)oc2cc1OCC(=O)O
[8] COc1ccccc1N(CC(=O)N1CCCCC1)S(=O)(=O)c1ccccc1
[9] CCOc1ccc(C2c3c(oc4ccccc4c3=O)C(=O)N2c2ccc(C)cn2)cc1OC (configuration not stated)
[10] Cc1cc(Oc2ccc(N)cn2)cc(C)c1Cl
[11] N=c1c2c(ncn1Cc1ccco1)Oc1cc(O)ccc1C2c1ccccc1 (configuration not stated)
[12] O=C(O)C1CCN(c2c([N+](=O)[O-])cc(C(F)(F)F)cc2[N+](=O)[O-])CC1
Compound,7,8,9,10,11,12
GLA spleen mod,1%,3%,2%,-7%,-6%,-7%
GAA inhib,3%,4%,-4%,.,.,3%
ALDH1A1 block,?,1%,-5%,.,.,-1%
GAA spleen mod,-3%,2%,3%,-13%,2%,-24%
JMJD2E inh,-24%,0%,7%,?,2%,1%
GAA glycogen,-9%,1%,1%,1%,7%,10%
RGS12 GoLoco inh,-2%,-3%,10%,15%,3%,4%
SMN2 splice enh,11%,24%,-13%,.,.,-10%

# An excerpt from above in order of SMILES length, highest first:
[3] CC(C)CC(NC(=O)OC(C)(C)C)c1cn([C@@H](CCCCNC(=O)OC(C)(C)C)C(=O)N2CCN(C(=O)OC(C)(C)C)CC2)nn1 (some centres not stated)
[6] CC1CCC2C(=O)N(c3ccc(NC4CCN(Cc5ccccc5)CC4)c([N+](=O)[O-])c3)C(=O)C2C1 (configuration not stated)
[9] CCOc1ccc(C2c3c(oc4ccccc4c3=O)C(=O)N2c2ccc(C)cn2)cc1OC (configuration not stated)
[7] CCc1cc2c(=O)c(-c3ccc(F)cc3)c(C(F)(F)F)oc2cc1OCC(=O)O
[8] COc1ccccc1N(CC(=O)N1CCCCC1)S(=O)(=O)c1ccccc1
[11] N=c1c2c(ncn1Cc1ccco1)Oc1cc(O)ccc1C2c1ccccc1 (configuration not stated)
[2] COc1ccc(C(=O)OCC(=O)Nc2ccc(F)c(F)c2F)cc1OC
[10] Cc1cc(Oc2ccc(N)cn2)cc(C)c1Cl
Compound,3,6,9,7,8,11,2,10
GLA spleen mod,-15%,0%,2%,1%,3%,-6%,6%,-7%
GAA inhib,.,-8%,-4%,3%,4%,.,4%,.
ALDH1A1 block,2%,?,-5%,?,1%,.,8%,.
GAA spleen mod,1%,-1%,3%,-3%,2%,2%,-5%,-13%
JMJD2E inh,2%,6%,7%,-24%,0%,2%,8%,?
GAA glycogen,-22%,7%,1%,-9%,1%,7%,-3%,1%
RGS12 GoLoco inh,4%,-2%,10%,-2%,-3%,3%,3%,15%
SMN2 splice enh,.,-29%,-13%,11%,24%,.,4%,.

# Further results:
[13] CS(=O)(=O)NNC(=O)CN1C(=O)C2C3C=CC(C3)C2C1=O (configuration not stated)
[14] COC(=O)c1cc2ccccn2c2c(C(=O)OC)c(C(=O)OC)cc1-2
[15] CCOC(=O)c1ccccc1NC(=O)CN1C(=O)c2ccccc2S1(=O)=O
[16] CC(C)NS(=O)(=O)c1ccc(OCC(=O)NCc2ccco2)cc1
[17] O=C(NNc1cc(Cl)cc(Cl)c1)c1c(F)cccc1Cl
[18] Cc1cccc(-c2nc3ccccc3c(=O)n2NC(=O)Cc2ccc(Cl)cc2)c1
Compound,13,14,15,16,17,18
GLA spleen mod,-3%,2%,-4%,-3%,-4%,-17%
GAA inhib,-3%,-5%,-4%,10%,.,3%
ALDH1A1 block,-1%,2%,-7%,22%,.,?
GAA spleen mod,-20%,3%,-7%,-1%,-15%,-1%
JMJD2E inh,1%,-3%,-1%,0%,-3%,-18%
GAA glycogen,1%,16%,-2%,-1%,?,13%
RGS12 GoLoco inh,3%,-2%,-1%,6%,5%,3%
SMN2 splice enh,-9%,-10%,26%,14%,.,3%[1.84 µM]

[19] COCCn1c(=NC(=O)c2cc(Cl)sc2Cl)sc2cc(S(N)(=O)=O)ccc21
[20] O=C(NCc1ccc(F)cc1)c1cnc(-c2ccccn2)nc1C(F)(F)F
[21] CCCC[N+](C)(C)CCC(=O)NC(C)(C)CS(=O)(=O)[O-]
[22] O=C(O)C1CC=CCC1C(=O)Nc1cc(Cl)ccc1Cl (configuration not stated)
[23] CC1Cc2ccccc2N1CC(=O)NC(c1ccccc1)c1ccccc1 (configuration not stated)
[24] COC(=O)c1sccc1NC(=O)Cn1nnc(-c2ccc(C)cc2)n1
Compound,19,20,21,22,23,24
GLA spleen mod,-4%,?,-3%,7%,-10%,4%
GAA inhib,-1%,-5%,-3%,0%,-4%,?
ALDH1A1 block,4%,6%,3%,-7%,?,0%
GAA spleen mod,-2%,0%,-3%,0%,1%,-6%
JMJD2E inh,?,-4%,5%,6%,-7%,-5%
GAA glycogen,14%,-12%,-3%,6%,-19%,-2%
RGS12 GoLoco inh,13%,4%,-8%,3%,8%,-5%
SMN2 splice enh,-23%,6%,2%,1%,8%,-24%

[25] Nc1[nH]c(N=NC(=O)c2ccccc2)c2ccccc12
[26] CN(C)c1ccc(C(=O)NN2C(=O)c3ccccc3C2=O)cc1
[27] CCn1cc(C(=O)Nc2ccc(C)cc2C)c(=O)c2ccc(C)nc21
[28] CCN(CC)C1=NS(=O)(=O)c2cc([N+](=O)[O-])ccc21
[29] CCOC(=O)c1ccc2nc(C)c(CCC(C)=O)c(Cl)c2c1
[30] Cc1cc(Cl)ccc1NC(=O)CSc1nnc(Cc2cccs2)n1Cc1ccco1
Compound,25,26,27,28,29,30
GLA spleen mod,1%,-2%,-7%,0%,3%,0%
GAA inhib,-2%,0%,11%,2%,7%,-8%
ALDH1A1 block,?,8%,7%,12%,?,?
GAA spleen mod,-3%,-2%,-12%,2%,-10%,2%
JMJD2E inh,3%,10%,-6%,-1%,4%,-12%
GAA glycogen,6%,3%,1%,5%,-12%,-10%
RGS12 GoLoco inh,9%,6%,13%,3%,3%,0%
SMN2 splice enh,2.8µM*,.,-7%,2%,-23%,-26%

[31] O=C(N/N=C/C=C/c1ccccc1)C1CC1(c1ccccc1)c1ccccc1 (configuration not stated)
[32] CCCC1=C(C(=O)OCC)C(c2ccc(N(C)C)cc2)n2ncnc2N1 (configuration not stated)
[33] CN(C)/C=C/C(=O)c1ccc(F)cc1
[34] COc1ccccc1C(=O)C1CCCN(C(=O)CCC(=O)c2ccccc2)C1 (configuration not stated)
[35] CN(C1CCS(=O)(=O)C1)S(=O)(=O)c1ccc(C2CCCCC2)cc1 (configuration not stated)
[36] CC(Oc1ccc(-c2nccc(-c3ccccn3)n2)cc1)C(=O)NN (configuration not stated)
Compound,31,32,33,34,35,36
GLA spleen mod,2%,6%,-1%,-6%,-5%,-19%
GAA inhib,-1%,-9%,-5%,-6%,-4%,-8%
ALDH1A1 block,0%,1%,-10%,?,1%,18µM*
GAA spleen mod,-6%,3%,-11%,-8%,-6%,1%
JMJD2E inh,0%,4%,-6%,3%,3%,11%
GAA glycogen,9%,?,4%,9%,5%,0%
RGS12 GoLoco inh,9%,.,3%,-11%,0%,5%
SMN2 splice enh,-1%,.,-12%,.,-38%[inhibitor],-6%

[37] CCOc1ccc(N(CC(=O)NCc2ccccc2OC)S(C)(=O)=O)cc1
[38] CC#C[C@]1(O)CC[C@H]2[C@@H]3CCC4=CC(=O)CCC4=C3[C@H](c3ccc(N(C)C)cc3)C[C@@]21C
[39] O=C(c1ccc2c(c1)OCO2)C1CCCN(C(=O)C2CCOCC2)C1 (configuration not stated)
[40] O=C(Nn1cnnc1)C(Sc1ccccc1)c1ccccc1 (configuration not stated)
[41] N#CC1c2ccccc2C=CN1C(=O)c1ccccc1 (configuration not stated)
[42] CC(C)COc1ccc(C2NC(=O)NC2=O)cc1 (configuration not stated)
[43] Cn1cc(-c2nnnn2-c2cccc(C(F)(F)F)c2)c(C(F)(F)F)n1
[44] COc1ccc(N2CCN(C(=O)c3ccc4c(c3)[nH]c(=S)n3c5ccccc5nc43)CC2)cc1
[45] CC1CCN(C(C(=O)O)c2ccccc2)CC1 (configuration not stated)
Compound,37,38,39,40,41,42,43,44,45
GLA spleen mod,6%,-6%,0%,3%,3%,-2%,0%,12%,9%
GAA inhib,3%,.,2%,0%,.,-4%,-8%,6%,5%
ALDH1A1 block,7%,-1%,3%,5%,.,-5%,?,?,10%
GAA spleen mod,2%,1%,-5%,-8%,-2%,-3%,1%,8%,.
JMJD2E inh,-10%,4%,?,9%,-2%,4%,0%,?,-3%
GAA glycogen,-2%,.,2%,4%,1%,-8%,0%,-20%,5%
RGS12 GoLoco inh,8%,-17%,4%,6%,-5%,-3%,-11%,9%,-2%
SMN2 splice enh,30%,.,.,-7%,.,-9%,0%,-33%[inhibitor],-9%

# High-throughput results (PubChem BioAssay)
